Rtt109 Vps75 = C. albicans Rtt109 histone acetyltransferase inhibition | Q5AAJ8 | purified Rtt109/Vps75, ThioGlo CoA-SH fluorescence, 4 h | inhibition, % at 34.9 µM | actives 0.16% (n = 330,000) | AID 540336;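 active means inhibition of at least 50% in every replicate; inconclusive means best replicate reaches 50% inhibition but some replicates fall short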
Target sequence (Q5AAJ8 whole entry, looked up): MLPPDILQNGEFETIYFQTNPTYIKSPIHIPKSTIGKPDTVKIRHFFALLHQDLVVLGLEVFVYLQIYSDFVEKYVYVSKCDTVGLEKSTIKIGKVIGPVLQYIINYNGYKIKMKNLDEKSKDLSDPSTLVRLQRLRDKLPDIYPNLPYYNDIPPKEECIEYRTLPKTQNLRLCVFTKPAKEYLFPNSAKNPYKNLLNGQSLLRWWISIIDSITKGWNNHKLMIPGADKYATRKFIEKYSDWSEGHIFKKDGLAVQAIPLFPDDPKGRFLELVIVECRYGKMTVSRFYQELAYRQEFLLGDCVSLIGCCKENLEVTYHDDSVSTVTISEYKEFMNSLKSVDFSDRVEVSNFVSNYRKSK
dFosB act = activators of mouse delta FosB homodimer. P13346. purified delta FosB, TAMRA-CDK5 oligo fluorescence polarization; percent of positive-control signal above neutral wells. activation, % at 25 µM. actives 0.99% (n = 340,000). AID 493131;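 active means mean activation above about 17%, with every replicate also reaching it, limit read from the data, passing the limit was not always enough; inconclusive means only one of the two conditions met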;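 further: fluorescence polarization rise as delta FosB binds a TAMRA Cdk5 AP-1 oligo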
Target sequence (P13346 whole entry, looked up): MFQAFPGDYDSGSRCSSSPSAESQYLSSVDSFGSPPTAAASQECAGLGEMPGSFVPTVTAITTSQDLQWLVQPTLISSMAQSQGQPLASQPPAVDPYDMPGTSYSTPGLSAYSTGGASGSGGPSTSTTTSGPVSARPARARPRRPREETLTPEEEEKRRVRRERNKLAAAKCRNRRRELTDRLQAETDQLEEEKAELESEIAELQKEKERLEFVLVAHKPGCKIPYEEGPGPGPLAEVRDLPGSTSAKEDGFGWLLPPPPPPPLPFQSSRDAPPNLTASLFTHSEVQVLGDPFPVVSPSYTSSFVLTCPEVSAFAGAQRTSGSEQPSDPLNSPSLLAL
PvdQ inh = blocks Pseudomonas aeruginosa PvdQ acylase activity; AID 488965; inhibition, % at 10 µM; purified PvdQ acylase, fluorescence plate reader; actives 0.063% (n = 340,000); in the data active means inhibition above about 30%, passing the limit was not always enough; inconclusive means no clear call, values can overlap the other calls;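 further: 0% = vehicle neutral wells and 100% = reference inhibitor wells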
SR-BI HDL uptake = inhibitors of mouse SR-BI mediated HDL lipid uptake; actives 0.96% (n = 320,000); inhibition, % at 12.5 µM; Q61009; AID 488896; ldlA[mSR-BI] CHO cells, DiI-HDL uptake fluorescence, 3 h;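 active means mean replicate inhibition of at least 70% and a set share of replicates each scoring 70 or more; inconclusive means meets just one of the two criteria; inactive means fails both criteria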;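 further: 0% = median of neutral control wells and 100% = median of positive control wells; values of inactives mirror those of a sister screen read the other way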
SR-BI DiI-HDL act = activators of SR-BI mediated HDL lipid uptake | CHO ldlA[mSR-BI] cells, DiI-HDL uptake fluorescence, 3 h; 100 = double the neutral-control signal | activation, % at 12.5 µM | actives 0.096% (n = 320,000) | AID 504775;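 active means mean replicate activation of at least 60% and every replicate at or above 60%; inconclusive means mean or all-replicate condition met, but not both; inactive means mean below 60% and not all replicates reaching 60%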;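 further: 0% = median plate neutral-control signal and 100% = twice that signal; values of inactives mirror those of a sister screen read the other way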
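Test system: SR-BI-overexpressing, LDLR-lacking CHO cells; Medium: Ham's F12 with 0.5% BSA, HEPES 25 mM, pH 7.4; Schedule: 3 h, 37 °C; Technique: bottom-read fluorescence, 550/595 nm.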
MITF act = activators of MITF-driven TRPM1 promoter activity in SK-MEL-5 cells; AID 588334; activation, % at 12.5 µM; actives 0.75% (n = 300,000); SK-MEL-5 TRPM1-promoter luciferase, 24 h; % of positive control, neutral wells = 0;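 active means mean activation of at least 80% with every replicate also reaching 80%; inconclusive means mean reaches 80% but some replicate falls short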;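 further: 0% = neutral control wells and 100% = parthenolide positive control wells; values of inactives mirror those of a sister screen read the other way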
CAL PDZ FP-1 = human CAL PDZ-peptide interaction inhibition | Q9HD26 | AID 504414 | inhibition, % at 20 µM | purified CAL PDZ, TMR-peptide fluorescence polarization, 1 h | actives 0.02% (n = 330,000);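 active means highest replicate inhibition of at least 40%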;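 further: plate controls were DMSO neutral control wells for no effect and unlabeled competitor peptide control wells for full effect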
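Test system: purified CerCALP PDZ construct; Compound dosing: one concentration, 20 µM compound; Also added: TMR-labelled reporter peptide T*-PRC34 bound in PDZ groove; Read-out: inhibition from polarization loss; Controls: unlabelled peptide and DMSO controls; Signal: FP readout, S and P plane fluorescence; Incubation: 1 h at RT.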
CAL PDZ FP-2 = blocks peptide binding to the human CAL PDZ domain; inhibition, % at 24.9 µM; actives 0.92% (n = 300,000); purified CAL PDZ, TMR-peptide fluorescence polarization, 1 h; AID 602252;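 active means mean inhibition of at least 30% with at least half of replicates also reaching 30%; inconclusive means no clear call, values can overlap the other calls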;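 further: 0% = DMSO neutral control and 100% = excess unlabeled competitor peptide PRC23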
PfHsp90 yeast 2 = growth inhibition of yeast expressing Plasmodium Hsp90. actives 0.32% (n = 310,000). S. cerevisiae expressing PfHsp90, BacTiter-Glo ATP, 48 h; yeast lacking PDR1 and PDR3 efflux regulators. inhibition, % at 9.4 µM;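 active means every replicate shows inhibition above about 80%, whatever the replicate mean, limit read from the data; inconclusive means mean inhibition reaches the set limit but some replicate falls short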;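 further: 0% = DMSO neutral controls and 100% = 20 µM radicicol positive controls; yeast relying on Plasmodium falciparum Hsp90 in place of its own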
NSD2 HMT inh = blocks human histone methyltransferase NSD2. O96028. NSD2 peptide methylation, AlphaScreen, 120 min. inhibition, % at 12.5 µM. actives 0.54% (n = 310,000); in the data active means inhibition above about 50%
Numbers without * were called inactive; ? = inconclusive; · = not tested or not shown. This is a random part of the collection. About 4.3% of those tested had a hit in this group.

SMILES	Rtt109 Vps75	dFosB act	PvdQ inh	SR-BI HDL uptake	SR-BI DiI-HDL act	MITF act	CAL PDZ FP-1	CAL PDZ FP-2	PfHsp90 yeast 2	NSD2 HMT inh
COc1ccc(-n2nnnc2SCC(=O)Nc2cc(OC)c([N+](=O)[O-])cc2C)cc1	-1	?	-8	4	-4	-11	-1.0	·	-22	-2
COP(C)(=O)c1c(C)nn(-c2ccccc2)c1C (configuration not stated)	5	3	-17	-4	4	6	-1.5	-1	32	-1
COc1cc(C(=O)NN(CCC#N)C2=NS(=O)(=O)c3ccccc32)cc(OC)c1OC	-3	3	-10	4	-4	-6	-0.4	5	11	0
CC(=O)N/C(=C\c1ccccc1)C(=O)NCC(=O)O	-2	3	-7	2	-2	-6	-0.9	1	-2	3
CC1(C)C(C=C(Cl)Cl)C1C(=O)N(Cc1ccccc1Cl)C1CCS(=O)(=O)C1 (configuration not stated)	0	-19	-8	-4	4	-1	0.2	-6	-26	0
COc1ccc(CCn2c(-c3ccc(OC)cc3)nc3c(c(=O)c4ccccc4n3C)c2=O)cc1	-5	11	-6	0	0	-11	-1.5	-1	5	-1
CCCCSc1nc(C)cc(SCC(=O)N/N=C/c2ccccc2)n1	-3	-8	-16	26	-26	8	0.1	·	2	2
CCOC(=O)Nc1oc2ccccc2c(=O)c1CN1CCOCC1	12	-2	3	8	-8	-7	-0.9	-1	-6	0
CCOC(=O)N1CCN(C(=O)c2ccc3c(=O)n(CCc4ccccc4)c(=O)[nH]c3c2)CC1	-3	-5	-12	1	-1	3	2.4	-4	-21	-3
O=C(CSC1=NS(=O)(=O)c2ccccc21)Nc1ccccc1	10	-8	-35	-8	8	-48	-0.9	0	6	·
O=C(COC(=O)/C=C/c1ccc(C(F)(F)F)cc1)NC(=O)NCc1ccco1	6	-16	4	-36	36	-3	-0.2	-1	-25	-5
CC(=O)c1ccc(NC(=O)CCCCCn2nnc3ccccc3c2=O)cc1	6	-9	-2	19	-19	3	0.2	-5	1	-1
Cc1ccc2c(c1)N(CCC(=O)NCCCOC(C)C)C(=O)C(C)O2 (configuration not stated)	11	-4	-17	-6	6	·	0.3	-1	·	-2
CCc1ccc(C2c3[nH]c4ccccc4c3CCN2C(=O)CN2CCN(CC)CC2)cc1 (configuration not stated)	·	-12	-10	-17	17	-38	-2.0	-1	-1	·
O=C(CCCNC(=O)c1ccc(Cl)cc1)Nc1ncccc1O	·	4	12	-1	1	-1	-2.6	-2	0	0
O=C(CSCc1cc(=O)n2ccsc2n1)Nc1ccccc1	3	-1	-5	-14	14	-8	-2.3	-4	2	-4
O=C(CCC(=O)Nc1ccccc1)NNC(=O)c1ccccc1Cl	10	3	-19	0	0	6	0.2	·	-8	-1
CCCc1n[nH]c2c1/C(=N\O)CCC2	-4	0	9	-23	23	6	-0.9	-3	-31	-2
Nc1c(S(=O)(=O)c2ccccc2)csc1C(=O)O	2	-7	-7	-4	4	10	-0.8	·	-19	-1
CCCC(=O)Nc1ccc(C(=O)NNC(=O)c2cccc([N+](=O)[O-])c2)cc1	-1	6	-12	19	-19	-1	-0.2	0	-23	1
Cc1ccc(S(=O)(=O)N2CCN(C(=O)C3CCCC3)CC2)cc1C	1	-7	12	-33	33	0	-1.0	1	9	2
N#Cc1c(-c2cccc([N+](=O)[O-])c2)nc2n(c1=O)CCS2	0	-3	3	-13	13	-5	0.7	7	-64	1
COc1cc2c(cc1/C=C/C(=O)O)OC(C)C2 (configuration not stated)	-208	1	-3	-25	25	0	0.2	·	-3	-1
O=C(C1CCCCC1)N1CCN(S(=O)(=O)c2ccc(Cl)cc2)CC1	-33	-2	-16	7	-7	6	0.0	-2	-1	0

Given bar-delimited: entries from further up
Molecule | Rtt109 Vps75 | dFosB act | PvdQ inh | SR-BI HDL uptake | SR-BI DiI-HDL act | MITF act | CAL PDZ FP-1 | CAL PDZ FP-2 | PfHsp90 yeast 2 | NSD2 HMT inh
O=C(CSCc1cc(=O)n2ccsc2n1)Nc1ccccc1 | 3 | -1 | -5 | -14 | 14 | -8 | -2.3 | -4 | 2 | -4
O=C(CCC(=O)Nc1ccccc1)NNC(=O)c1ccccc1Cl | 10 | 3 | -19 | 0 | 0 | 6 | 0.2 | · | -8 | -1

(further entries)
SMILES	Rtt109 Vps75	dFosB act	PvdQ inh	SR-BI HDL uptake	SR-BI DiI-HDL act	MITF act	CAL PDZ FP-1	CAL PDZ FP-2	PfHsp90 yeast 2	NSD2 HMT inh
COc1ccc(C(O)(C(=O)NNc2ccc(C)cc2)c2cccs2)cc1 (configuration not stated)	·	-6	8	-4	4	·	-2.9	2	1	1
Cc1ccc(NC(=S)N(CCN(C)C)C(C)c2ccco2)c(C)c1 (configuration not stated)	-1	-12	-4	·	·	-1	-2.0	-2	7	·
O=S(=O)(NCCNS(=O)(=O)c1c(F)cccc1F)c1ccc2c(c1)OCCO2	-1	-1	-12	-2	2	5	-0.6	-1	13	·
COc1ccc(CCn2c(-c3cccc([N+](=O)[O-])c3)nc3nc4ccccc4nc32)cc1	-5	-3	-1	·	·	9	-3.7	-9	15	·
COc1cc2cc(C(=O)N/N=C/c3ccc(F)cc3)[nH]c2cc1OC	-3	-3	-13	61	-61	15	1.8	-1	20	0
Cc1c(F)cccc1NS(=O)(=O)c1ccc(OCCNS(C)(=O)=O)cc1	9	2	22	-6	6	-8	0.0	-5	-3	-2
Cc1cc(C)nc(NC(=O)c2csnn2)c1	0	-5	-4	-15	15	6	0.0	-1	-22	-4
COC(=O)c1cccc(NC(=O)CCCN2C(=O)NC3(CCCC3)C2=O)c1	-6	-5	-15	-21	21	-1	-1.3	-4	5	-2
O=[N+]([O-])c1ccc(-n2cccn2)c(-c2nn[nH]n2)c1	1	-1	-12	27	-27	13	-0.4	-5	-3	0
CN(C)S(=O)(=O)c1cccc(-c2nn(-c3ccccc3)cc2/C=C(/C#N)C(=O)NCc2ccco2)c1	6	-7	19	41	-41	-7	-0.9	-3	-8	2
Cc1cc(C)cc(-n2ncc3c2CCCC3NC(=O)c2ccccc2N2CCOCC2)c1 (configuration not stated)	5	-8	-8	8	-8	5	-2.4	-2	66	4
COc1cccc(CNC(=O)COC(=O)C2CC3CCCC(C2)C3=O)c1 (configuration not stated)	1	-3	-10	-48	48	5	-2.1	-5	·	3
CCCn1nc2cc(C(=O)NCc3ccc(C)cc3)ccc2c1OCC	-1	-1	-14	2	-2	17	-0.6	0	3	·
COc1ccc(/C=N/NC(=O)c2ccn[nH]2)cc1Cn1cc([N+](=O)[O-])cn1	-5	-8	-1	-9	9	25	-0.4	·	2	-1
CC(C)OP(=O)(Nc1cccc2ccccc12)OC(C)C	-9	-2	-17	-13	13	-4	-2.6	-2	-3	1
CCOC(=O)c1cnc(SCC(=O)Nc2nc(C)c(C)s2)nc1N	12	-4	-3	18	-18	·	-3.4	-3	·	7
COc1ccc(Nc2nc(N3CCN(S(=O)(=O)N(C)C)CC3)nc3ccccc23)cc1	-2	1	-5	60	-60	12	-0.2	-4	-5	-1
Cn1c(=O)c2c(nc(Cl)n2CC(=O)N2CCCCC2)n(C)c1=O	23	9	2	-17	17	-3	-2.0	2	13	4
O=C(Nc1c(Cl)ccc2nsnc12)c1ccc([N+](=O)[O-])o1	-7	3	3	-5	5	-89	-2.4	-1	-6	11
Cc1ccc(CCN2CC(C(=O)NCc3cccnc3)CC2=O)cc1 (configuration not stated)	3	2	-5	5	-5	3	-0.1	·	13	·
CC(C)(C)c1ccc(/C=N/NC(=O)Cc2c[nH]c3ccccc23)cc1	18	-2	2	11	-11	·	·	·	·	·
CN(C)NC(=O)C(NC(=O)c1ccccc1)C12CC3CC(CC(C3)C1)C2 (configuration not stated)	12	-8	10	-13	13	7	-1.8	-1	11	-3
O=C(CCC1CCCN(Cc2cccc(Cl)c2)C1)NCc1ccccc1F (configuration not stated)	-3	-5	-4	·	·	-1	-1.2	5	1	0
CCc1ccc(N(C(=O)CCC(=O)Nc2cc(C)on2)C(C(=O)NC2CCCC2)c2ccco2)cc1 (configuration not stated)	1	-22	-16	13	-13	-2	-1.2	-2	-13	5
Cc1ccc(C)c(OCc2cc(C(=O)NC3CCN(Cc4ccccc4)CC3)no2)c1	-1	22*	-16	32	-32	39	-2.1	1	6	1
O=C(NCc1ccc2c(c1)OCO2)C1CC(=O)N(C2CCCCCCC2)C1 (configuration not stated)	5	-7	-17	15	-15	-15	0.2	4	2	1
CC1CCCC(C)N1C(=O)CN1C(=O)c2ccccc2S1(=O)=O (configuration not stated)	-3	6	-11	-19	19	·	-1.2	-1	0	41
O=C(NNC(=O)C1CC=CCC1C(=O)O)c1ccc(Cl)cc1 (configuration not stated)	-5	0	-14	-8	8	0	-0.8	·	11	2
CCOC(=O)Nc1sc2c(c1C#N)CCC(C)C2 (configuration not stated)	11	-4	-17	29	-29	83*	-2.6	·	-62	-2
CC(=O)c1ccc(OCC(C)C)c(CN2CCCCC2)c1	10	2	-22	-19	19	3	-0.1	-3	12	-3
CCc1cc(=O)oc2cc(OC3CCCCC3=O)ccc12 (configuration not stated)	-9	-5	-14	25	-25	-1	-0.2	-6	-30	0
CC(C)(C)NC(=O)CN(C(=O)c1ccc(Cl)nc1)c1cccc2ccccc12	2	-7	5	-12	12	3	0.2	2	2	-18
COc1cc(C(=O)NCC(=O)NCCN2C(=O)S/C(=C\c3ccc4c(c3)OCO4)C2=O)cc(OC)c1OC	2	-12	-8	38	-38	-5	-0.6	·	9	0
CC(=O)Oc1c(-c2ccc(Br)o2)oc2ccccc2c1=O	0	-19	6	-35	35	·	-1.2	-6	-27	-1
CCOC(=O)c1[nH]c2ccc(OC)cc2c1NC(=O)CN1CCSCC1	-1	-10	-14	·	·	3	-0.5	0	21	0
CCCOc1ccc(CC(=O)NCCc2ccccc2)cc1OC	18	-8	9	-9	9	-3	-2.2	-2	1	0
C#CCOc1c(Br)cc(/C=N/O)cc1OCC	26	3	-12	19	-19	7	-1.5	-4	-127	13
CCOC(=O)c1nn(-c2ccc(Cl)cc2)c(=O)c(C#N)c1C	2	0	3	-7	7	3	-0.2	·	3	4
Cc1ccc(S(=O)(=O)Nc2cc(=O)[nH]c(SCC(=O)Nc3cccc(C)c3)n2)cc1	7	0	-5	·	·	3	0.3	-4	8	-1
Cc1c(C#N)c(N)nc(Cl)c1C#N	15	0	0	-19	19	-20	-0.7	-2	1	-9
O=C(CCc1ccccc1)N1CCN(Cc2ccc(F)cc2Cl)CC1	12	-2	5	15	-15	·	-1.7	-4	-2	1
N/C(=N\OC(=O)C1CCCCC1)c1ccc(Br)cc1	11	-9	22	·	·	·	-2.5	4	4	-8

Screening data (PubChem)
